TDP-43 yeast inh = qHTS of TDP-43 Inhibitors; AID 652104, 2013; TDP-43 expressing yeast growth rescue, BacTiter-Glo, 24 h; Potency, µM (highest dose often 46.1 µM), for the others: at the highest dose growth rescue (activation), hits mostly activators; actives 1.8% (n = 410,000); also: potency is read from the fitted curve at half-maximal effect; % of control where 0% means no effect; nearly all actives have a fitted effect of over 50% in size
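In this qHTS, compounds that restore growth of yeast expressing TDP-43 appear as activators. Cells (OD600=0.02, galactose medium, raffinose-pregrown) are incubated with compound 24 hr at 30 deg C and growth is quantified by BacTiter-Glo.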
Akt phos inh = HTS Assay for Inhibitors of Akt Phophorylation: Primary Screen; Neuro2A IGF-stimulated pAkt S473 HTRF, 20 min; hits give low values; activity change, % for hits at 50 µM; actives 0.32% (n = 360,000); AID 651550, 2012; in the data active = activity change below about -80%; inconclusive = mostly about -51% to -80%; also: % is scaled to controls: 0 for no effect and ±100 for the full control effect
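Single-point screen (50 µM final compound) in Neuro2A cells stimulated 20 min with 6 nM IGF at 37 deg C. After lysis, Ser473-phosphorylated Akt read by HTRF (ex 330 nm, em 615/665 nm) as the 665/615 ratio.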
PTHR1 agonist = qHTS for PTHR1 Agonists: Primary Screen. actives 0.075% (n = 410,000). Parathyroid hormone/parathyroid hormone-related peptide receptor (Homo sapiens), Q03431. HEK293 GP2 PTHR1 cells, GloSensor cAMP luminescence, 1 h. Potency, µM (series often up to 115 µM), for the others: at the top dose activation, actives largely listed as activators; also: potency is read from the fitted curve at half-maximal effect; nearly all actives have a fitted effect of over 55% in size; some results filed as inactive show a strong effect at the top dose; inactives centre near -15; many of its hits are not listed in these tables
Target sequence (Q03431 whole entry, looked up): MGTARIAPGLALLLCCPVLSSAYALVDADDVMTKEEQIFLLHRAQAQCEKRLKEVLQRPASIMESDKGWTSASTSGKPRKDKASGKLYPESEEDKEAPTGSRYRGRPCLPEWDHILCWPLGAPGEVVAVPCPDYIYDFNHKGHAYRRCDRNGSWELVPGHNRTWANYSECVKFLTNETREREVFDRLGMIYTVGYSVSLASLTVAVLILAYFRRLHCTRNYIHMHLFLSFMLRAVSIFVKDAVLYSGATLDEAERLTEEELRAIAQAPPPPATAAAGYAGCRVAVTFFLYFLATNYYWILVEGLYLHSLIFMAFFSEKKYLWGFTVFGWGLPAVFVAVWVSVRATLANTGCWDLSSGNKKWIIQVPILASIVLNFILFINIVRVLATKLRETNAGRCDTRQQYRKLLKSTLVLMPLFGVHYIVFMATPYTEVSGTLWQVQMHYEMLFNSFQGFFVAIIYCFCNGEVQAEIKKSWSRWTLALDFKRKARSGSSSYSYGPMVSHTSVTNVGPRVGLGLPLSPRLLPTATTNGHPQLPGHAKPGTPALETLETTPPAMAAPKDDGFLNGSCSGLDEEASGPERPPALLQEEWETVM
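HEK-293-derived GP2 cells expressing PTHR1 and a GloSensor cAMP reporter, 3,000/well, plated overnight, given luciferin plus IBMX (each 0.5 mM as added) for 1 h at 37 °C, then compound for 1 h at 37 °C. Luminescence was read after 15 min at room temperature.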
FUS yeast rescue = qHTS for Suppressors of FUS Proteinopathy: Primary screen using FUS-linked yeast assay | Potency, µM (highest dose often 76.6 µM), for the others: at the top dose growth rescue (activation), most hits filed as activators | AID 1347120, 2019 | S. cerevisiae FUS-expressing, growth rescue, OD600, 24 h | actives 0.24% (n = 390,000);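 also: potency is read from the fitted curve at half-maximal effect; plate controls were DMSO vehicle for no effect and reference control for full effect; nearly all actives have a fitted effect of over 55% in size; some results filed as inactive show a strong effect at the top dose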
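Yeast expressing FUS under galactose induction, OD 0.005 in 2% galactose medium; compounds in a dilution series, 24 h at 30C. Growth rescue by absorbance at 600 nm; CP55940 positive control, DMSO negative.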
MmCpn inh = Inhibitors of TCP-1 ring complex (TRiC) of Methanococcus maripaludis (MmCpn): qHTS. Chaperonin Mm-Cpn (Methanococcus maripaludis). actives 0.031% (n = 330,000). Potency, µM (highest dose often 76.9 µM), for inactives: top-dose activity, negative = inhibition, most hits filed as inhibitors. purified Mm-Cpn ATPase, ADP Transcreener TR-FRET. AID 504842, 2011; also: potency is read from the fitted curve at half-maximal effect; % is scaled to controls: 0 for no effect and ±100 for the full control effect; nearly all actives have a fitted effect of over 80% in size
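Quantitative HTS used 25 nM Mm-CPN and 10 uM ATP in magnesium/KCl Tris buffer, pH 7.4, with 1 mM DTT. Hydrolysis ran 30 min at 37°C; ADP was read by HTRF.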
GLP1R cytotox = qHTS of GLP-1 Receptor Inverse Agonists: Cytotox Screen. HEK293 cAMP-luciferase reporter cells, luminescence, 24 h. Potency, µM (series often up to 38.3 µM), for the others: top-dose activity change, negative = inhibition, actives largely listed as inhibitors. actives 0.13% (n = 410,000). AID 624418, 2012;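 also: loss of luciferase light is scored as toxicity; potency is read from the fitted curve at half-maximal effect; % is scaled to controls: 0 for no effect and ±100 for the full control effect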
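Cells in DMEM/10% Nu serum/1% pen-strep, 1536-well format. Pre-incubated 12 h, dosed with 23 nL compound, incubated a further 24 h. Luciferase detection, 12 min at room temp, luminescence.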
GLP1R inv ag = qHTS of GLP-1 Receptor Inverse Agonists (Inhibition Mode). Potency, µM (titrated, usually from 38.3 µM), for inactives: at the top dose activity change, negative = inhibition, most hits filed as inhibitors. actives 1.6% (n = 410,000). AID 624417, 2012. HEK293 GLP-1R CRE-luciferase, luminescence, 24 h; GLP-1R form is constitutively active. Glucagon-like peptide 1 receptor (Homo sapiens), P43220; also: potency is read from the fitted curve at half-maximal effect; % is scaled to controls: 0 for no effect and ±100 for the full control effect; nearly all actives have a fitted effect of over 55% in size
Target sequence (P43220 whole entry, looked up): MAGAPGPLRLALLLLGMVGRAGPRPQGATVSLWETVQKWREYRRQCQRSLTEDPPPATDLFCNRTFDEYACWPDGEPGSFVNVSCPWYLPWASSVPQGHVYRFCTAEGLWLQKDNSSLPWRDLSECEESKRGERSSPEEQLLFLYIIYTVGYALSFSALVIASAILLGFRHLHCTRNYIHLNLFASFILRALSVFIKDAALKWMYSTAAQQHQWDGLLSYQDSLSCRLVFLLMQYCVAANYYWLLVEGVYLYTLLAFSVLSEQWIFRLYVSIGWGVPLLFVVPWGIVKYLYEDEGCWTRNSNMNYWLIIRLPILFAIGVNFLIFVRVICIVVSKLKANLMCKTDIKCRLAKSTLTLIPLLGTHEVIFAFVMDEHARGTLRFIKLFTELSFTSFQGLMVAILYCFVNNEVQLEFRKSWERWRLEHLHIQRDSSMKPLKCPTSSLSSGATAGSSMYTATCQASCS
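Using stably transfected HEK293 (constitutively active GLP-1R, cAMP-luciferase reporter), compounds were incubated 24 hr and luciferase measured by luminescence.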
Abeta rescue = qHTS for compounds that reverse cellular toxicity of Amyloid beta (A-beta) peptide in yeast: Primary Screen | Potency, µM (series often up to 46.1 µM), without a hit: top-dose growth rescue, actives largely listed as activators | AID 1347071, 2019 | actives 0.063% (n = 410,000) | yeast expressing A-beta42, growth rescue, OD600, 48 h; response scale: 0% DMSO, 100% iron-clioquinol control; also: potency is read from the fitted curve at half-maximal effect; nearly all actives have a fitted effect of over 55% in size
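Yeast A-beta toxicity model in growth medium with pinned compounds, 48 h at 30 C; growth read as absorbance at 600 nm. Normalized to FeCl3/clioquinol equimolar mix (positive) and DMSO (negative).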
aSyn rescue = qHTS of alpha-syn Inhibitors. Yeast expressing alpha-synuclein, growth rescue, BacTiter-Glo, 24 h. Potency, µM (series often up to 46.1 µM), for inactives: top-dose growth rescue (activation), usual class: activators. actives 0.14% (n = 370,000); also: potency is read from the fitted curve at half-maximal effect; % of control where 0% means no effect; nearly all actives have a fitted effect of over 65% in size
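Rescue of yeast growth: cells expressing toxic alpha-synuclein, induced in galactose at OD600 0.02, incubated with compound 24 h at 30 C. ATP luminescence quantified growth; inhibitors of toxicity appear as activators.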
Active calls of the source: *; i = inactive; u = inconclusive; x = no result given; [ ] = remark or other dose. Unless noted, calls follow the shape of the dose curve; as a rule, active = well fitted curve in the direction sought with a large enough effect; inconclusive = small, poorly fitted or top-dose-only effect, or another doubt; inactive = no such curve, though single readings can be large; an effect the other way counts as inactive or inconclusive.

nr | molecule | aSyn rescue | Akt phos inh | Abeta rescue | MmCpn inh | FUS yeast rescue | PTHR1 agonist | GLP1R cytotox | GLP1R inv ag | TDP-43 yeast inh
1 | COc1cc2c(cc1OC)/C(=C/C#N)NC(C)(C)C2 | 3% | i | -16% | 0% | 28% | -23%[57.5 µM] | -7% | 136%[activator] | 4%
2 | CCN(CC(=O)NCc1cccs1)C(=O)c1cc(S(=O)(=O)N2CCCCC2)ccc1Cl | 0% | i | 4% | -1% | 7% | -3% | -9% | u | 2%
3 | CCn1cc(C(=O)NCCCN2CCCC(C)C2)c(=O)c2cc(S(=O)(=O)N3CCc4ccccc4C3)ccc21 (configuration not stated) | -13% | i | 5% | 2% | 26% | -3% | -26% | 10µM* | -17%[0.397 µM]
4 | CCOC(=O)c1ccc(-c2ccc(C(=O)Nc3cccnc3)o2)cc1 | 5% | i | 3% | 0% | 19% | -77%[inhibitor][57.5 µM] | -18% | 5% | u
5 | OC[C@@H]1CN(Cc2ccc3c(c2)OCO3)C[C@H](n2cnc3c(NCc4ccc(F)cc4)ncnc32)O1 | 4% | i | 16% | x | 6% | i | -8% | -22% | 15%
6 | Cc1ccc(NC(=O)C2CCCN(S(=O)(=O)c3cccs3)C2)cc1 (configuration not stated) | -3% | i | 11% | 4% | -4% | -20% | -15% | u | 11%
7 | O=P(c1ccccc1)(c1ccccc1)N(c1ccccc1)c1ccccc1 | 1% | i | 10% | 0% | x | 2% | 3% | 0% | 10%
8 | COC(=O)c1nn(-c2ccc(C)cc2)c2nnc(Cc3ccccc3)c(=O)n12 | -1% | i | -1% | 1% | x | -4% | 6% | 10% | -3%
9 | CCN(CC(=O)Nc1c(F)cccc1F)C(=O)Cc1c(C)nc2ccccc2c1C | -3% | i | -20% | -1% | -14% | -2% | 10% | 0% | 12%
10 | Cc1[nH]c2ccccc2c(=O)c1CN1CCCCC1 | 0% | i | -19% | -1% | 14% | -5%[57.5 µM] | -14% | 0% | -11%
11 | Cc1cc(Nc2ccccc2)n(CCC#N)n1 | -7% | i | -1% | 2% | -18% | i | 12% | 1% | 2%
12 | CCCC(=O)OCC(=O)NCc1ccc(Cl)cc1 | -1% | i | -4% | 0% | -14% | i | -16% | -2% | 16%
13 | COc1ccc(CCNC(=O)COC(=O)Cc2ccc(OC)cc2)cc1 | 3% | i | 18% | 2% | -8% | i | 2% | 13% | u
14 | O=C(O)c1ccccc1-c1ccccc1C(=O)Nc1ccc2c(c1)C(=O)c1ccccc1-2 | -5% | i | 6% | x | 39% | -11% | -10% | -7% | -11%
15 | COc1cccc(CN2CC(C(=O)NCCn3ccc(C)n3)CCC2=O)c1 (configuration not stated) | -2% | i | 2% | -1% | 3% | i | 8% | -9% | -7%
16 | CCOC(=O)c1oc2cc(O)ccc2c(=O)c1-c1ccccc1OC | -7% | i | 0% | 1% | 12% | -7%[57.5 µM] | -17% | 4% | -16%
17 | O=C(Nc1ccc(Cl)cc1)Nn1cnnc1 | -8% | i | -31% | 2% | -17% | i | -5% | -21% | 9%
18 | CCOC(=O)C1CCCN(C(=O)C2CC(=O)N(c3ccc(C)cc3)C2)C1 (configuration not stated) | 2% | i | 4% | -1% | 15% | -26%[57.5 µM] | -16% | 0% | -1%
19 | COc1cc(CN(C)C(=O)C2CCN(S(=O)(=O)c3cccs3)CC2)ccc1OC(F)F | 3% | i | 14% | x | 31% | -81%[inhibitor] | -15% | 17% | 11%
20 | Cc1nc(SCc2nc3ccc(C(=O)c4ccccc4)cc3[nH]2)c2oc3ccccc3c2n1 | x | x | -3% | u | 43% | -24% | x | x | x
21 | CC(C)(C)c1ccccc1NC(=S)NC1CCCCC1 | -1% | i | 14% | 5% | 27% | -2% | u | u | 27%
22 | COC(=O)C1Cc2ccccc2CN1S(=O)(=O)c1ccc(C)cc1 (configuration not stated) | 3% | i | -4% | -1% | 9% | -20% | -18% | 2% | u
23 | Clc1ccc(CNc2nc(N3CCOCC3)nc(N3CCOCC3)n2)cc1 | -1% | i | 10% | -3% | 24% | -25% | -7% | u | -4%
24 | Cc1cccc(-n2ncc3c(N(C)Cc4ccccc4)ncnc32)c1 | -7% | i | -8% | 2% | 16% | -96%[inhibitor] | 12% | u | u
25 | C=CCN1C(=O)C2(C(C(=O)c3ccc(C)o3)=C(O)C(=O)N2CCCN2CCOCC2)c2ccccc21 (configuration not stated) | 0% | i | 3% | 1% | -2% | i | -1% | 11% | 7%
26 | COc1ccc(C(=O)COC(=O)CCCC(=O)Nc2ccc(C(C)=O)cc2)cc1 | x | x | -2% | x | 10% | i | 0% | 8% | 25%
27 | Cc1ccc(OCc2nnc(SCC(=O)Nc3ccc4c(c3)OCO4)n2C)cc1 | 8% | i | 9% | 0% | 13% | i | 0% | 0% | 25%
28 | CCOc1ccc(CN2CCNC(=O)C2CC(=O)NCc2ccccn2)cc1 (configuration not stated) | -1% | i | 0% | -8% | -1% | i | 8% | 20% | -18%
29 | COC(=O)Cc1ccc(NC(=S)N2CCN(C)CC2)cc1 | 0% | i | -12% | -1% | 16% | i | 73%[activator] | 14% | 11%
30 | C=CCn1c(SCC(=O)N2CCOCC2)nc2c([nH]c3ccccc32)c1=O | 8% | i | 13% | 1% | 45% | i | 1% | 52%[activator] | 5%
31 | C/C(=N\NC(=O)c1ccc(O)cc1)c1ccc(N2CCOCC2)cc1 | -8% | i | -1% | 1% | -23% | -4% | -10% | 13% | 19%
32 | CCC1(C(=O)OC)CCc2c(cc(OC)c3ccccc23)C1=O (configuration not stated) | u | i | -55%[inhibitor] | -6% | 22% | -13% | 37%[activator] | u | -11%
33 | COc1ccc(C(=O)N/N=C(\C)c2ccccn2)cc1OC | 8% | i | -11% | 2% | 17% | -22% | u | u | 14%
34 | O=C(CCCc1ccccc1)NCCS(=O)(=O)N1CCN(c2ccc(F)cc2)CC1 | -3% | i | -3% | -3% | 1% | -8% | -6% | -20% | 1%
35 | Cc1cc(C)cc(-n2c(C)cc(/C=N/NC(=O)CN(c3c(C)cccc3C)S(C)(=O)=O)c2C)c1 | 5% | i | 28% | 0% | u | -4%[57.5 µM] | -9% | u | 1%
36 | CC1CCCN(CC(O)COc2ccc(Cl)cc2)C1 (configuration not stated) | 1% | i | -4% | u | -8% | i | -4% | u | -14%
37 | C/C(=N\NC(=O)c1ccc(Cl)c(S(=O)(=O)Nc2ccccc2Cl)c1)c1ccncc1 | -8% | i | -1% | -1% | x | -18% | -1% | -1% | 15%
38 | CCc1cccc(NC(=O)c2ccc(Cn3nc(C)cc3C)o2)c1 | 0% | i | -13% | 2% | x | -11% | 12% | u | 22%
39 | COCCNc1cc(-c2ccccc2)nc2cc(-c3cccc(F)c3)nn12 | -17% | i | 21% | -2% | 10% | -12% | -5% | u | 3.2µM*
40 | Cc1ccc(NC(=O)c2c(-c3c(F)cccc3Cl)noc2C)cc1F | 2% | i | 11% | u | 16% | -13% | -6% | 4µM* | 19%
41 | CCN(CC)C(=O)c1csc(COCCO)n1 | 0% | i | -3% | x | -7% | -1% | 0% | 0% | -8%
42 | Cc1c(C(=O)N2CCN(c3ncccn3)CC2)oc2ccc(Cl)cc12 | 13% | i | 2% | 0% | 38% | -28% | -4% | 15% | u
43 | Cc1cc(Br)c2c(c1)[C@](O)(c1cn(C)c3ccccc13)C(=O)N2C | 0% | i | u | x | 26% | -30% | -9% | -21% | 22µM*
44 | O=C(c1ccco1)c1cn(CCOc2ccc(Cl)cc2)c2ccccc12 | x | x | 1% | x | -17% | -25% | -3% | -15% | 6%

Just PTHR1 agonist and GLP1R inv ag (2 entries from above):
cpd	SMILES	PTHR1 agonist	GLP1R inv ag
23	Clc1ccc(CNc2nc(N3CCOCC3)nc(N3CCOCC3)n2)cc1	-25%	u
24	Cc1cccc(-n2ncc3c(N(C)Cc4ccccc4)ncnc32)c1	-96%[inhibitor]	u

Molecules from the list above that contain a cyano group:
nr | molecule | aSyn rescue | Akt phos inh | Abeta rescue | MmCpn inh | FUS yeast rescue | PTHR1 agonist | GLP1R cytotox | GLP1R inv ag | TDP-43 yeast inh
1 | COc1cc2c(cc1OC)/C(=C/C#N)NC(C)(C)C2 | 3% | i | -16% | 0% | 28% | -23%[57.5 µM] | -7% | 136%[activator] | 4%
11 | Cc1cc(Nc2ccccc2)n(CCC#N)n1 | -7% | i | -1% | 2% | -18% | i | 12% | 1% | 2%

Screening data deposited in PubChem BioAssay by National Center for Advancing Translational Sciences (NCATS).

Only part of the results is shown; rates above refer to the full screens.
